Screening results (PubChem)
S1P4 antag: blocks the human S1P4 receptor; inhibition, % at 4.98 µM; O95977; AID 1510; S1P4-expressing cells, antagonist mode, reporter read-out; actives 0.26% (n = 220,000); in the data active = inhibition above about 29%;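 also: 0% = wells stimulated with agonist and 100% = vehicle wells without agonist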
Wee1 degr inh: human Wee1 degradation inhibition, primary screen | P30291 | HeLa Luc-Wee1K328M stability, luciferase luminescence; 100% = proteasome inhibitor MG132 effect | reporter increase, % at 5 µM | actives 1.2% (n = 220,000);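 active = activation above the mean of all tested compounds plus 3 SD, set per screening run, cut at about 8.8% in these data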;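 also: cells exposed to compound for 20 h before luminescence read; 0% = DMSO alone and 100% = MG132 at 30 µM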
eIF4E-4G inh: blocks eIF4E binding to eIF4G; inhibition, % at 21.7 µM; P63073+Q04637; TR-FRET eIF4E-eIF4GI(517-606) binding, 2 h; actives 0.37% (n = 220,000);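 active = inhibition above about 30%, limit read from the data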;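 also: 0% = full FRET control wells and 100% = background wells lacking eIF4GI fragment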
BaF3 parental: reduces parental Ba/F3 cell viability, JAK2V617F counter-screen; inhibition, % at 5.6 µM; actives 1.1% (n = 220,000); AID 1486; CellTiter-Glo ATP luminescence;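 active = inhibition above a per-campaign cutoff, the mean inhibition of all tested compounds plus 3 SD, cut at about 27% in these data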;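 also: 0% = DMSO wells and 100% = JAK Inhibitor I control wells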
NPY2 pot ag: potentiates or activates human NPY-Y2 receptor; activation, % at 3.6 µM; cells expressing NPY-Y2, potentiator/agonist read-out; AID 1359; actives 0.45% (n = 220,000); in the data active = activation above about 27%;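 also: cells stimulated with NPY near EC25 plus isoproterenol at EC100; 0% = vehicle plus submaximal agonist and 100% = vehicle plus saturating agonist; some results beyond the cut were filed as inactive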
PERK inh: blocks human PERK kinase; inhibition, % at 5.6 µM; AID 1416; CHO PERK-DD fusion, SEAP luminescence translation reporter; actives 0.17% (n = 220,000);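 active = inhibition above the mean inhibition of all tested compounds plus 3 SD, set separately per screening campaign, cut at about 2.9% in these data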;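 also: PERK kinase domain activated by AP20187 dimerizer at 100 nM; 0% = DMSO with dimerizer and 100% = rapamycin at 8.4 µM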
S1P4 agonist: activates the human S1P4 receptor | O95977 | S1P4-expressing cell line, agonist reporter assay | activation, % at 4.98 µM | actives 0.35% (n = 220,000) | AID 1509; in the data active = activation above about 11%;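 also: 0% = DMSO vehicle and 100% = reference agonist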
Ba/F3 V617F tox: reduce viability of Ba/F3 cells dependent on JAK2V617F | Ba/F3 EpoR-JAK2V617F viability, ATP luminescence | inhibition, % at 5.6 µM | actives 1.1% (n = 220,000);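 active = inhibition above the campaign mean plus 3 SD over all tested compounds, cut at about 24% in these data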;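 also: cytokine-independent growth of Ba/F3 cells driven by EpoR plus mutant JAK2; 0% = DMSO-treated cells and 100% = JAK inhibitor I control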
Mdm2 ligase inh: Mdm2 E3 ligase (human) inhibition. Q00987. cell-based MDM2 ubiquitination luciferase reporter, 2 h; 0 = plate control, 100 = twice control, blank-subtracted. signal enhancement, % at 5 µM. actives 0.11% (n = 210,000);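 active = signal enhancement of 30% or more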;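 also: luminescence tracks abundance of the self-degrading MDM2-luciferase fusion protein; higher signal means inhibition of MDM2 E3 ligase activity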
Target sequence (Q00987 whole entry, looked up, the tested form may be a part): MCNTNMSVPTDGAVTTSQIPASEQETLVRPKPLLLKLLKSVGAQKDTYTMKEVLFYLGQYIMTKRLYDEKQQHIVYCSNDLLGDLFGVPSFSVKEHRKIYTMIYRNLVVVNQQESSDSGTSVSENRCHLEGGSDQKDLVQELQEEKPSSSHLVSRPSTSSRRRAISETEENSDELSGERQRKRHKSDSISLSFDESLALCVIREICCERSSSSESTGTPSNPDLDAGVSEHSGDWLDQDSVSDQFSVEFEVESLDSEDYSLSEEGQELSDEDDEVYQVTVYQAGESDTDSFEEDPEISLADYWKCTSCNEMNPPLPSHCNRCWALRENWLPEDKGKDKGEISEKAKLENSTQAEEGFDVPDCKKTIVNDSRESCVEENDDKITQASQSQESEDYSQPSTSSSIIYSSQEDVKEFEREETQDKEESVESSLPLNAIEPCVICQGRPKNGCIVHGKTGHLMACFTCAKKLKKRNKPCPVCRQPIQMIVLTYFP
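Timing – 2 h compound exposure at 37 °C · Assay system – mammalian cells stably expressing self-ubiquitinating, self-degrading MDM2 E3–luciferase fusion · Amount – 2000 cells seeded into each well · Measure – % luminescence enhancement versus blank-corrected plate control mean · Measured by – SteadyLite luminescence, 15 min reagent step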
* marks the source's active call; other numbers are inactive results; [ ] = another dose, or the depositor's remark. An unsorted share of the library, and some 4.1% of all compounds hit somewhere here.

SMILES	S1P4 antag	Wee1 degr inh	eIF4E-4G inh	BaF3 parental	NPY2 pot ag	PERK inh	S1P4 agonist	Ba/F3 V617F tox	Mdm2 ligase inh
CCOc1ccc(C(CCc2ccccc2)NC(=O)c2ccc(OC)c(OC)c2)cc1OCC (centres undefined)	0	-3	0	2	-17	-1.6	1.0	-3	-15
O=C(NNC(=O)c1nn(-c2ccc(F)cc2)ccc1=O)c1ccc(C(F)(F)F)cc1	9	-2	2	1	-14	1.0	-1.4	-4	-13
CCCCSc1nc2sc3c(c2c(=O)[nH]1)CCC3	-22	3	2	7	-7	0.7	0.3	4	1
COC(=O)c1nn(-c2ccc(OC)cc2)c(=O)cc1Sc1ccc(C)cc1	-21	3	3	4	1	0.6	0.9	3	-3
COC(=O)Cn1c(CCS(=O)(=O)c2ccc(C)cc2)nc2ccccc21	3	-1	-1	1	-3	-0.3	3.5	1	-9
CC1(C)Cc2nc3sc4c(SCC(=O)NCc5ccccc5)ncnc4c3cc2CO1	-3	13*	-268[fluorescence artefact?]	36*	6	-1.1	0.9	53*	-18
CCc1c(C)nc2c(Br)cccc2c1SCCC#N	-25	3	1	7	-5	-2.0	0.2	1	-20
Cc1nc2ccccn2c1-c1ccnc(=S)[nH]1	-3	4	-1	-1	-4	1.1	-0.1	0	-25
CC(=O)n1c2ccccc2c2nc(NC(C)C)sc21	7	3	11	8	18	0.3	1.4	4	-10
CCOC(=O)C1CCCN(Cc2nc(N)nc(Nc3ccc(C)cc3)n2)C1 (centres undefined)	-27	-2	-6	2	-11	-0.4	2.1	-1	-6
COc1ccc(C(=O)N2CC(c3ccccc3)CC2=O)cc1 (centres undefined)	-3	1	-3	-3	9	2.0	0.5	-5	-15
CC(C)NC(=O)N(O)C1N(C(C)C)C(=O)N(Cc2ccc3c(c2)OCO3)C1(C)C (centres undefined)	17	-3	4	-3	12	0.0	-0.1	-3	-2
S=C(NCc1ccco1)N1CCN(c2cccc(Cl)c2)CC1	-8	-3	2	5	-2	0.1	1.2	0	8
Cn1c(Cc2ccc3c(c2)OCO3)nnc1SCC(=O)N1CCc2ccccc2C1	2	6	-6	3	-8	-0.1	0.9	1	-25
CCOC(=O)/C(C#N)=C/Nc1ccccc1OC	-12	7	-1	4	-3	0.1	-0.1	0	-4
CCCCn1c(=O)[nH]c(=O)c2c1nc(-c1ccccc1F)n2Cc1ccccc1	-8	1	0	0	-15	-1.2	-5.2	-1	-4
CC(=O)Nc1ccc(S(=O)(=O)NC2(C(F)(F)F)NC(=O)N(C3CCCCC3)C2=O)cc1 (centres undefined)	-17	-2	-16	0	-1	-0.3	-0.4	-2	3
CCOC(=O)/C(=C\c1ccc(C)cc1)NC(=O)c1ccccc1	-12	-2	0	3	-2	-1.1	-0.3	1	4
Cc1nn(Cc2c(Cl)cccc2Cl)c(C)c1C(=O)NCc1ccc(C)n1C	-6	-1	-21	6	-15	0.9	0.2	-1	1
CCCCC(=O)Nc1cccc(NC(=O)c2ccc3c(c2)OCO3)c1	-7	-2	7	2	-6	-0.1	2.1	-5	-4
COc1ccc(C(=O)Nc2cc3c(cc2C#N)OCO3)cc1S(=O)(=O)N1CCN(C)CC1	4	1	1	1	12	0.7	1.9	-3	-18
CC(NC(=O)COC(=O)/C=C/c1ccc([N+](=O)[O-])cc1)c1ccccc1 (centres undefined)	-2	-2	-4	0	-1	0.4	-0.1	-2	-4
Cc1cc(C)cc(N(CC(=O)O)S(=O)(=O)c2c(C)noc2C)c1	-9	-1	-5	3	-4	-0.1	-3.0	-5	6
CCCCC(=NCCc1c(C)[nH]c2ccc(OC)cc12)C1=C(O)CC(c2ccccc2)CC1=O (centres undefined)	3	3	-3	4	6	-0.4	-0.4	-3	-2
CC(C)Oc1ccc(C(CC(=O)N(C)CCC#N)c2ccc(F)cc2)cc1 (centres undefined)	-5	-2	2[fluorescence artefact?]	7	-11	-0.2	-0.1	2	-1
COc1ccc(N2CCN(Cc3cc(=O)oc4cc(C)c(Cl)cc34)CC2)cc1	3	-2	-24[fluorescence artefact?]	6	1	0.1	-0.3	0	-6

Random excerpt: 2 records from the list, in no set order.
SMILES	S1P4 antag	Wee1 degr inh	eIF4E-4G inh	BaF3 parental	NPY2 pot ag	PERK inh	S1P4 agonist	Ba/F3 V617F tox	Mdm2 ligase inh
CCc1c(C)nc2c(Br)cccc2c1SCCC#N	-25	3	1	7	-5	-2.0	0.2	1	-20
Cc1nc2ccccn2c1-c1ccnc(=S)[nH]1	-3	4	-1	-1	-4	1.1	-0.1	0	-25

A stretch from further up, as a working copy:
SMILES	S1P4 antag	Wee1 degr inh	eIF4E-4G inh	BaF3 parental	NPY2 pot ag	PERK inh	S1P4 agonist	Ba/F3 V617F tox	Mdm2 ligase inh
CCCCSc1nc2sc3c(c2c(=O)[nH]1)CCC3	-22	3	2	7	-7	0.7	0.3	4	1
COC(=O)c1nn(-c2ccc(OC)cc2)c(=O)cc1Sc1ccc(C)cc1	-21	3	3	4	1	0.6	0.9	3	-3
COC(=O)Cn1c(CCS(=O)(=O)c2ccc(C)cc2)nc2ccccc21	3	-1	-1	1	-3	-0.3	3.5	1	-9
CC1(C)Cc2nc3sc4c(SCC(=O)NCc5ccccc5)ncnc4c3cc2CO1	-3	13*	-268[fluorescence artefact?]	36*	6	-1.1	0.9	53*	-18
CCc1c(C)nc2c(Br)cccc2c1SCCC#N	-25	3	1	7	-5	-2.0	0.2	1	-20
Cc1nc2ccccn2c1-c1ccnc(=S)[nH]1	-3	4	-1	-1	-4	1.1	-0.1	0	-25
CC(=O)n1c2ccccc2c2nc(NC(C)C)sc21	7	3	11	8	18	0.3	1.4	4	-10
CCOC(=O)C1CCCN(Cc2nc(N)nc(Nc3ccc(C)cc3)n2)C1 (centres undefined)	-27	-2	-6	2	-11	-0.4	2.1	-1	-6
COc1ccc(C(=O)N2CC(c3ccccc3)CC2=O)cc1 (centres undefined)	-3	1	-3	-3	9	2.0	0.5	-5	-15
CC(C)NC(=O)N(O)C1N(C(C)C)C(=O)N(Cc2ccc3c(c2)OCO3)C1(C)C (centres undefined)	17	-3	4	-3	12	0.0	-0.1	-3	-2
